D3 antag = blocks the human D3 dopamine receptor. max response, negative = inhibition, %. 2.5% of 360,000 active. D3R cells, DiscoveRx beta-arrestin luminescence, antagonist mode; active compounds read low. AID 652054. P35462; in the data active = max response below about -50%; inconclusive = no clear call, values can overlap the other calls; also: % is scaled to controls: 0 for no effect and ±100 for the full control effect; mostly tested at two doses, the higher about 12 µM
Target sequence (P35462 whole entry, looked up): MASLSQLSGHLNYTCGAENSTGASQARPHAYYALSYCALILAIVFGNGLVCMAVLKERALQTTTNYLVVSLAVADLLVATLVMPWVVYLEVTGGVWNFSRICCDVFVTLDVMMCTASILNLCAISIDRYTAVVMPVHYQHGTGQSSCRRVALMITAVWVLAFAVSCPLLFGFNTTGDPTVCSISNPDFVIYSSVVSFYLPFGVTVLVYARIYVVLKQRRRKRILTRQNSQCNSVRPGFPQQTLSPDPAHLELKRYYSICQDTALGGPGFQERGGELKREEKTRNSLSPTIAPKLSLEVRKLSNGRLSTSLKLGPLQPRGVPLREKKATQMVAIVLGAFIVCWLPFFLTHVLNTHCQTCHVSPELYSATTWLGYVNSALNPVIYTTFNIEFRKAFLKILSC
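Cells plated overnight at 1500 cells/well, then exposed to library compounds with dopamine controls for 90 minutes at 37 degrees C. DiscoveRx reagent added for 30–60 minutes at room temperature; luminescence read, quantitative HTS format.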
PTHR1 ag = PTHR1 (human) receptor agonism | Q03431 | HEK293 GP2 PTHR1 cells, GloSensor cAMP luminescence, 1 h | Potency, µM (top dose mostly 115 µM), for the others: at the top dose activation, usual class: activators | 0.075% of 410,000 active | AID 743266; also: potency is read from the fitted curve at half-maximal effect; nearly all actives have a fitted effect of over 55% in size; some results filed as inactive show a strong effect at the top dose; inactives centre near -15; many of its hits are not listed in these tables
Target sequence (Q03431 whole entry, looked up): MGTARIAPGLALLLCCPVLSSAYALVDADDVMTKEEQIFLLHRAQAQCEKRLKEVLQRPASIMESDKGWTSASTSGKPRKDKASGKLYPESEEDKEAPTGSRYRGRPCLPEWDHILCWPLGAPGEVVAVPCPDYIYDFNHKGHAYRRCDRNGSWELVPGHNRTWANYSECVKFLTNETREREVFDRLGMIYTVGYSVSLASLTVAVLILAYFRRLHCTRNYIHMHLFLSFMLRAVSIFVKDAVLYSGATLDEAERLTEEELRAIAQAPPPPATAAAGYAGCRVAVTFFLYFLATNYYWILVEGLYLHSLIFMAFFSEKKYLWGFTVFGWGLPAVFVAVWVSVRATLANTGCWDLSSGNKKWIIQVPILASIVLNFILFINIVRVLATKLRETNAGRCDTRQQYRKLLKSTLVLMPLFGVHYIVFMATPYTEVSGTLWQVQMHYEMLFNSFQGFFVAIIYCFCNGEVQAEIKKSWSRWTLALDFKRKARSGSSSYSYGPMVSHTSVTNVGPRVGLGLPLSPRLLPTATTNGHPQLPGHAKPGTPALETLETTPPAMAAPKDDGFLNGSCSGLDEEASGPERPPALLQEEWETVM
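HEK-293-derived GP2 cells expressing PTHR1 and a GloSensor cAMP reporter, 3,000/well, plated overnight, given luciferin plus IBMX (each 0.5 mM as added) for 1 h at 37 °C, then compound for 1 h at 37 °C. Luminescence was read after 15 min at room temperature.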
GLP-1R agonist = activates the human GLP-1 receptor; P43220; Potency, µM (top dose mostly 45.6 µM), for the others: at the top dose activation, hits mostly activators; 0.007% of 380,000 active; HEK293 GLP-1R CRE-luciferase, luminescence, 4-6 h; cells express a hypersensitive GLP-1R form; also: potency is read from the fitted curve at half-maximal effect; % of control where 0% means no effect
aSyn yeast inh = inhibitors of alpha-synuclein toxicity in yeast; Yeast expressing alpha-synuclein, growth rescue, BacTiter-Glo, 24 h; Potency, µM (series often up to 46.1 µM), without a hit: at the top dose growth rescue (activation), usual class: activators; 0.14% of 370,000 active; AID 652106; also: potency is read from the fitted curve at half-maximal effect; % of control where 0% means no effect; nearly all actives have a fitted effect of over 65% in size
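Galactose-induced alpha-syn yeast (OD600=0.02, raffinose-pregrown) + pinned cpd, 24 hr, 30 deg C; growth by BacTiter-Glo luminescence. Growth restoration scores as activation.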
GLP-1R inv ag = acts as inverse agonist at human GLP-1 receptor | P43220 | HEK293 GLP-1R CRE-luciferase, luminescence, 24 h; GLP-1R form is constitutively active | Potency, µM (highest dose often 38.3 µM), for the others: at the highest dose activity change, negative = inhibition, hits mostly inhibitors | 1.6% of 410,000 active | AID 624417; also: potency is read from the fitted curve at half-maximal effect; % is scaled to controls: 0 for no effect and ±100 for the full control effect; nearly all actives have a fitted effect of over 55% in size
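Readout was luciferase luminescence, measured 12 min after detection reagent at room temperature. Beforehand, GLP-1R reporter HEK293 cells had sat 12 h, then received compounds for 24 hr at 37 deg C.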
KB-V1 MDR tox = KB-V1 MDR subline cytotoxicity; KB-V1 MDR cells viability, CellTiter-Glo, 72 h; 3.4% of 400,000 active; AID 1347076; Potency, µM (highest dose often 46.1 µM), for inactives: at the top dose activity change, negative = cytotoxicity, usual class: cytotoxic; also: potency is read from the fitted curve at half-maximal effect; % is scaled to controls: 0 for no effect and ±100 for the full control effect; nearly all actives have a fitted effect of over 60% in size
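Cytotoxicity toward P-gp-expressing KB-V1 cells was determined as loss of CellTiter-Glo luminescence after 72 h at 37 degrees C. Compounds were tested in quantitative HTS format across a concentration range, with curves fitted to normalized data.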
TDP-43 yeast inh = rescues yeast growth from TDP-43 toxicity | TDP-43 expressing yeast growth rescue, BacTiter-Glo, 24 h | Potency, µM (highest dose often 46.1 µM), without a hit: top-dose growth rescue (activation), most hits filed as activators | 1.8% of 410,000 active | AID 652104; also: potency is read from the fitted curve at half-maximal effect; % of control where 0% means no effect; nearly all actives have a fitted effect of over 50% in size
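In this qHTS, compounds that restore growth of yeast expressing TDP-43 appear as activators. Cells (OD600=0.02, galactose medium, raffinose-pregrown) are incubated with compound 24 hr at 30 deg C and growth is quantified by BacTiter-Glo.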
HEK293 tox = cytotoxic in the GLP-1 receptor inverse agonist counter-screen | HEK293 cAMP-luciferase reporter cells, luminescence, 24 h | Potency, µM (top dose mostly 38.3 µM), inactives show at the highest dose activity change, negative = inhibition, hits mostly inhibitors | 0.13% of 410,000 active;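 also: loss of luciferase light is scored as toxicity; potency is read from the fitted curve at half-maximal effect; % is scaled to controls: 0 for no effect and ±100 for the full control effect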
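Luminescence readout: signal drop marks cytotoxicity. Plated cells grew 12 h at 37 °C, 5% CO2, received 23 nL compound for 24 h, then got luciferase reagent, read after 12 min at RT.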
DRD3 agonist = activates the human D3 dopamine receptor. P35462. D3R DiscoveRx beta-arrestin cells, luminescence, 90 min. max activation, %. 0.58% of 410,000 active. AID 652048; in the data active = max activation above about 30%; also: 0% is about no effect; mostly tested at two doses, the higher about 12 µM
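Agonist mode: compounds and dopamine controls were applied to plated cells for 90 min at 37 degrees C after an overnight attachment at 1500 cells/well. Luminescent read-out followed 30 - 60 minutes at room temperature with DiscoveRx detection reagent.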
* = called active by the depositor; i = inactive; ? = inconclusive; . = not tested or not shown; & = joins results of further samples; [ ] = another dose, or the depositor's remark. Unless noted, calls follow the shape of the dose curve; as a rule, active = well fitted curve in the direction sought with a large enough effect; inconclusive = small, poorly fitted or top-dose-only effect, or another doubt; inactive = no such curve, though single readings can be large; an effect the other way counts as inactive or inconclusive. This is a subset; rates above refer to the full screens.

SMILES	D3 antag	TDP-43 yeast inh	DRD3 agonist	PTHR1 ag	GLP-1R agonist	HEK293 tox	aSyn yeast inh	KB-V1 MDR tox	GLP-1R inv ag
CCC(=O)Nc1cccc(NC(=O)COc2ccc(OC)cc2)c1	0	4%	-6	-14%[57.5 µM]	13%	13%	-4%	-8%	8%
COc1cc(C2C3=C(Nc4ncnn42)c2ccccc2CC3)cc(OC)c1OC (stereo not drawn)	-14	-14%	-4	i	15%	-27%	-2%	0.65µM*	0%
COc1ccc2c(c1OC)C(=O)N1c3ccccc3COC21 (stereo not drawn)	39	2%	3	-7%[57.5 µM]	3%	-29%	10%	-17%	3%
COc1ccc(-c2nn(CCC(=O)O)cc2/C=C2\SC(N)=NC2=O)cc1OC	12	22%	4	i	1%	-10%	6%	-10%	14%
Cc1ccc(N2C(=O)C3C4C=CC(CC4)C3C2=O)cc1Cl (stereo not drawn)	13	9%	1	i	-4%	-23%	4%	3%	?
COc1cccc(/C=N/Nc2c(Cl)cncc2Cl)c1O	19	?	1	-29%	12%	-6%	14%	-7%	5%
COc1ccc(Nc2nc(OC)nc(N3CCN(c4ccc(OC)cc4)CC3)n2)cc1	43	?	12	i	-4%	10%	4%	?	36%[activator]
CCCCN(C)Cc1c(O)ccc2c(-c3ccccc3)cc(=O)oc12	-10	2%	1	-22%	5%	133%[activator]	-12%	10µM*	?
CCC(=O)OCc1c(C(F)(F)F)nn(C)c1Sc1ccc(F)cc1	0	12%	5	-18%	0%	-5%	-9%	-21%	-24%
O=Cc1c(NCCCN2CCCC2=O)c2ccccc2[nH]c1=O	4	-18%	2	-23%	5%	3%	5%	0%	11%
CCOC(=O)Nc1ccc(C)cc1C	14	3%	-1	i	-4%	74%[activator]	-6%	4%	5%
CCSc1nnc(NC(=O)CSc2nnc(Cc3cccn3C)n2CCc2ccccc2)s1	?	-27%	-12	i	-10%	-9%	-3%	8.2µM*	-18%
C=CCn1c(NCc2ccccc2OC)nc2ccccc21	-12	-20%	-9	i	4%	-9%	1%	-5%	21%
COc1ccc(/C=C/C(=O)Oc2ccc(/C=N\NC(=O)c3ccc(F)cc3)cc2)cc1	-23	0%	4	i	-6%	-11%	4%	7%	18%
COC(=O)c1ccc2c(c1)nc(C)n2CCO	2	0%	-4	i	7%	7%	0%	10%	2%
CC1(C)CC(=O)C(c2ccccc2)(c2ccccc2)C(=O)C1	0	19%	5	-24%	-2%	-17%	10%	2%	15%

Compound profiles, from the list above. Screens in order: D3 antag | TDP-43 yeast inh | DRD3 agonist | PTHR1 ag | GLP-1R agonist | HEK293 tox | aSyn yeast inh | KB-V1 MDR tox | GLP-1R inv ag
Results for COC(=O)c1ccc2c(c1)nc(C)n2CCO : 2 | 0% | -4 | i | 7% | 7% | 0% | 10% | 2%
Results for CC1(C)CC(=O)C(c2ccccc2)(c2ccccc2)C(=O)C1 : 0 | 19% | 5 | -24% | -2% | -17% | 10% | 2% | 15%

The listing continues:
SMILES	D3 antag	TDP-43 yeast inh	DRD3 agonist	PTHR1 ag	GLP-1R agonist	HEK293 tox	aSyn yeast inh	KB-V1 MDR tox	GLP-1R inv ag
Cc1cccc(NC(=O)C2CCC(CNS(=O)(=O)c3ccc(Br)s3)CC2)c1 (stereo not drawn)	.	17%	-7	-19%	.	0%	.	-15%	?
Cc1ccc(C2=C(O)c3ccccc3C(=O)C2=O)cc1	-25	-55%[inhibitor]	-14	-16%	-1%	-12%	-68%[inhibitor]	2%	10%
CC(C)CCNC(=S)Nc1ccc([N+](=O)[O-])cc1	-13	-31%[inhibitor]	-5	-41%[inhibitor]	-1%	?	-42%[inhibitor]	?	11µM*
CCCCN(C)CCCNC(=O)CN1C(=O)CSc2ccc(S(=O)(=O)N3CCOCC3)cc21	-5	-35%&11%[inhibitor]	-10&-17	-20%&-25%	0%	-5%&4%	-2%	0%	2%&8%
COc1ccc(NC(=O)NC2(C(=O)N3CCCCC3)CCCCC2)cc1	-7	-16%	-3	0%	1%	5%	1%	21%	9%
O=C(CSc1cccc2cccnc12)Nc1cc(C(=O)O)cc(C(=O)O)c1	-7	-3%	5	i	-2%	-25%	2%	8%	11%
Cc1cc(C)c2oc(C(=O)NC3CCS(=O)(=O)C3)cc(=O)c2c1 (stereo not drawn)	0	14%	2	-17%	-1%	3%	-4%	10%	11%
CCOC(=O)c1sc(=S)n(C)c1N	-19	16%	-1	-18%[57.5 µM]	0%	-12%	1%	-10%	1%
CCOc1ccc(NC(=O)CC2C(=O)Nc3ccccc3N2C(=O)c2ccccc2)cc1 (stereo not drawn)	14	?	2	i	10%	1%	11%	?	-23%
CCC(C)(C)C1CCc2[nH]nc(C(=O)NCCN3CCOCC3)c2C1 (stereo not drawn)	-16	-4%	13	i	4%	6%	1%	19%	?
CCOc1ccc(NC(=O)Cn2cc(C(=O)c3ccc(C)c(C)c3)c(=O)c3cc4c(cc32)OCCO4)cc1	.	-5%	-15	i	0%	2%	.	?	-5%
COc1ccccc1CNC(=O)CCN1C(=O)COc2ccc(C)cc21	-5	24%	1	i	5%	-13%	-2%	-5%	-6%
CCn1cc(C2=NCC(C)O2)c2ccccc21 (stereo not drawn)	9	-18%	13	-32%[inhibitor][57.5 µM]	12%	-3%	1%	0%	0%
O=C(N/N=C/C(Cl)=C/c1ccccc1)c1ccncc1	7	10%[9.22 µM]	3	-13%	4%	-3%[7.66 µM]	-1%	?	20%[7.66 µM]
O=C(CSc1nccc(-c2cccs2)n1)Nc1ccc(F)c(Cl)c1	3	?	3	-14%	8%	3%	7%	-35%	?
COc1ccc(C(=O)Nc2ccc(N3CCN(c4ccc(OC)cc4)CC3)c(C#N)c2)cc1	14	9%	0	-2%	-1%	4%	-8%	?	7%

Filtered by structure: those above containing fluorine (three)
SMILES	D3 antag	TDP-43 yeast inh	DRD3 agonist	PTHR1 ag	GLP-1R agonist	HEK293 tox	aSyn yeast inh	KB-V1 MDR tox	GLP-1R inv ag
CCC(=O)OCc1c(C(F)(F)F)nn(C)c1Sc1ccc(F)cc1	0	12%	5	-18%	0%	-5%	-9%	-21%	-24%
COc1ccc(/C=C/C(=O)Oc2ccc(/C=N\NC(=O)c3ccc(F)cc3)cc2)cc1	-23	0%	4	i	-6%	-11%	4%	7%	18%
O=C(CSc1nccc(-c2cccs2)n1)Nc1ccc(F)c(Cl)c1	3	?	3	-14%	8%	3%	7%	-35%	?

Compounds from the list above containing an NH in an aromatic ring:
SMILES	D3 antag	TDP-43 yeast inh	DRD3 agonist	PTHR1 ag	GLP-1R agonist	HEK293 tox	aSyn yeast inh	KB-V1 MDR tox	GLP-1R inv ag
O=Cc1c(NCCCN2CCCC2=O)c2ccccc2[nH]c1=O	4	-18%	2	-23%	5%	3%	5%	0%	11%
CCC(C)(C)C1CCc2[nH]nc(C(=O)NCCN3CCOCC3)c2C1 (stereo not drawn)	-16	-4%	13	i	4%	6%	1%	19%	?

(next part)
SMILES	D3 antag	TDP-43 yeast inh	DRD3 agonist	PTHR1 ag	GLP-1R agonist	HEK293 tox	aSyn yeast inh	KB-V1 MDR tox	GLP-1R inv ag
CCOc1ccc(-c2csc(NC(=O)C3CCCO3)n2)cc1 (stereo not drawn)	30	24%	1	13%[57.5 µM]	31%	10%	2%	?	0%
O=C(Nc1ccccc1Br)c1c(F)cccc1Cl	7	9%	5	-23%	4%	0%	1%	-16%	10%
COC(=O)C1CCN(C(=O)c2ccccc2Oc2ccccc2)CC1	22	16%	-2	i	5%	-13%	-4%	12%	1%
Cc1ccsc1CN1CCc2nc(Nc3ccccc3)ncc2C1	.	21%	1	-89%[inhibitor]	.	-1%	.	-20%	?
O=C(NCCSc1ccc(Br)cc1)c1ccccc1	2	?	-2	-12%	7%	-1%[7.66 µM]	3%	4%	-15%[7.66 µM]
CC1(C)C2CCC1(C)C(OC(=O)c1ccc(O)cc1)C2 (stereo not drawn)	8	-95%[inhibitor]	5	-94%[inhibitor]	4%	-6%	-35%[inhibitor]	-8%	?
COc1ccc(C)c2sc(N3CCCC3)nc12	12	?	-1	-11%[57.5 µM]	1%	-4%	9%	1%	-19%
Cc1ccc(-c2ccc(/C=N/N3C(=O)C4C5C=CC(C6CC56)C4C3=O)o2)c([N+](=O)[O-])c1 (stereo not drawn)	-8	-24%	-7	-14%	2%	-27%	1%	-27%	3.5µM*
CC1CCN(S(=O)(=O)c2nnc(NC(=O)c3cccc(Cl)c3)s2)CC1	34	20%	3&2	-47%&-104%[inhibitor]	-3%	-35%&-5%	-3%	1%&-18%	?
C=CC[C@H](CC(=O)N(CCO)Cc1ccccc1)C(=O)N[C@H](COC(=O)[C@@H](CC=C)Cc1ccc(F)cc1)C(C)(C)C	-13	-14%	-21	-32%	0%	-25%	1%	-12%	10µM*
CSc1nc(N)nc2c1ncn2CC(=O)N[C@H](C)c1cccc2ccccc12	3	21%	0	-38%[inhibitor]	-3%	3%	-7%	0%	-1%
COc1ccc(NC(=O)c2nn(C)c(=O)c3ccccc23)cc1S(=O)(=O)Nc1ccccc1Cl	0	?	-3	-15%	18%	-12%	11%	-21%	13%
CCCCCCC(=O)Nc1c(O)c2ccccc2[nH]c1=O	12	?	-5	-4%[57.5 µM]	-7%	2%	-5%	23%	1%
